HEK293 viab: cell viability loss counter-screen. HEK-293-SNCA-luc viability, GF-AFC fluorescence, 24 h. actives 0.12% (n = 150,000). AID 1671193. Potency, µM (top dose mostly 57.1 µM), without a hit: top-dose activity change, negative = cytotoxicity, most hits filed as cytotoxic;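 also: 0% = DMSO-treated cells and -100% = medium-only wells without cells; nearly all actives have a fitted effect of over 30% in size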
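Cytotoxicity counterscreen: after 24 h compound treatment of genome-edited SNCA-luciferase HEK-293 cells, live-cell protease substrate GF-AFC read by fluorescence after 30 min; activity scaled between DMSO (0%) and medium-only (-100%), curves Hill-fitted.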
SNCA expr inh: inhibitors of alpha-synuclein (SNCA) gene expression | HEK-293 SNCA-luciferase knock-in, luminescence, 24 h | Potency, µM (series often up to 57.2 µM), for the others: at the highest dose activity change, negative = inhibition, most hits filed as inhibitors | actives 0.17% (n = 140,000) | AID 1671194;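 also: plate controls were DMSO cells for no effect and cell-free wells for full effect; nearly all actives have a fitted effect of over 45% in size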
An asterisk follows results filed as active; ? = inconclusive; [ ] = dose if it differs, or a comment. Calls follow the shape of the dose curve; as a rule, active = well fitted curve in the direction sought with a large enough effect; inconclusive = small, poorly fitted or top-dose-only effect, or another doubt; inactive = no such curve, though single readings can be large; an effect the other way counts as inactive or inconclusive. Potency is read from the fitted curve at half-maximal effect. Not all compounds are listed. The share of hits here may be higher or lower than overall.

The first 2 compounds, to show the layout:
SMILES | HEK293 viab | SNCA expr inh
COc1ccccc1-c1nccc(NCc2cnc(C)cn2)n1 | 3% | 4%
COc1ccccc1CNc1cc(-c2ccccc2OC)ncn1 | -20% | 33%[activator]

Results, repeating the preview:
SMILES | HEK293 viab | SNCA expr inh
COc1ccccc1-c1nccc(NCc2cnc(C)cn2)n1 | 3% | 4%
COc1ccccc1CNc1cc(-c2ccccc2OC)ncn1 | -20% | 33%[activator]
CCNc1ncc2ncc(=O)n(CCOC)c2n1 | -11% | -3%
COc1ccc(CNc2ncncc2-c2ccccc2Cl)c(OC)c1 | 3% | 2%
O=c1c(-c2ccccc2)nc2cnc(N3CCNCC3)nc2n1Cc1ccc(F)cc1 | ? | -9%
CCNc1ncc2nc(CCc3ccccc3)c(=O)n(CCOC)c2n1 | 9% | 35%
Cn1c(=O)c(CCc2ccccc2)nc2cncnc21 | -16% | 3%
Cc1cccc(CNc2cc(-c3ccccc3C)ncn2)c1 | 7% | -7%
O=C(Nc1cccc(F)c1)N1CCC2(CCNCC2)CC1 | -9% | ?
CCNc1ncc2nc(C)c(=O)n(-c3ccc(OC)cc3)c2n1 | -20% | -13%
COCC(=O)N1CCC2(CCCN(Cc3cc(C(F)(F)F)cc(C(F)(F)F)c3)C2)CC1 | -1% | -5%
Cc1cnc(CNc2ccnc(-c3ccccc3C(F)(F)F)n2)cn1 | 2% | 7%
Cc1nc2cnc(N(C)C)nc2n(CCC#N)c1=O | -22% | -1%
N#Cc1cccc(-c2ccc3ncnc(N4CCNCC4)c3c2)c1 | -3% | 40%[activator]
CN1CCN(c2ncc3nc(CCc4ccccc4)c(=O)n(Cc4cccs4)c3n2)CC1 | 6% | 31%
CC(C)CN1CC2(CCN(C(=O)c3cnccn3)CC2)C1 | -1% | -9%
COC(=O)N1CCC2(CCCN(C(=O)Nc3ccc(OC)cc3)C2)CC1 | 1% | 8%
CCNc1ncc2nc(-c3ccc(Cl)cc3)c(=O)n(C)c2n1 | ? | 160%[activator]
COc1cccc(Cn2c(=O)c(C)nc3cnc(Oc4ccccc4)nc32)c1 | -10% | -3%
COc1ccc(Oc2ncc3nc(-c4ccccc4)c(=O)n(CCC#N)c3n2)cc1 | ? | -17%
COCCn1c(=O)cnc2cnc(Nc3cccc(OC)c3)nc21 | -13% | -26%
CC(=O)N1CCC[C@@]2(CCN(Cc3ccccc3)C2)C1 | 5% | 1%
c1csc(CNc2ncncc2-c2ccoc2)c1 | -1% | -19%
COc1ccc(CNc2ccnc(-c3ccc4c(c3)OCO4)n2)c(OC)c1 | -16% | 37%

Sorted by count of non-hydrogen atoms (lowest first): 14 of the compounds above.
SMILES | HEK293 viab | SNCA expr inh
CCNc1ncc2ncc(=O)n(CCOC)c2n1 | -11% | -3%
Cc1nc2cnc(N(C)C)nc2n(CCC#N)c1=O | -22% | -1%
Cn1c(=O)c(CCc2ccccc2)nc2cncnc21 | -16% | 3%
CC(C)CN1CC2(CCN(C(=O)c3cnccn3)CC2)C1 | -1% | -9%
Cc1cccc(CNc2cc(-c3ccccc3C)ncn2)c1 | 7% | -7%
CCNc1ncc2nc(C)c(=O)n(-c3ccc(OC)cc3)c2n1 | -20% | -13%
COc1ccccc1CNc1cc(-c2ccccc2OC)ncn1 | -20% | 33%[activator]
COc1ccc(CNc2ncncc2-c2ccccc2Cl)c(OC)c1 | 3% | 2%
CCNc1ncc2nc(CCc3ccccc3)c(=O)n(CCOC)c2n1 | 9% | 35%
COc1ccc(CNc2ccnc(-c3ccc4c(c3)OCO4)n2)c(OC)c1 | -16% | 37%
COc1cccc(Cn2c(=O)c(C)nc3cnc(Oc4ccccc4)nc32)c1 | -10% | -3%
COc1ccc(Oc2ncc3nc(-c4ccccc4)c(=O)n(CCC#N)c3n2)cc1 | ? | -17%
O=c1c(-c2ccccc2)nc2cnc(N3CCNCC3)nc2n1Cc1ccc(F)cc1 | ? | -9%
CN1CCN(c2ncc3nc(CCc4ccccc4)c(=O)n(Cc4cccs4)c3n2)CC1 | 6% | 31%

New compounds follow.
SMILES | HEK293 viab | SNCA expr inh
COC(=O)N1CCC2(CC1)CCN(c1ccccc1)CC2 | -10% | -8%
COc1cccc(Cn2c(=O)c(-c3cccs3)nc3cnc(N(C)C)nc32)c1 | ? | 32%[activator]
COCCn1c(=O)c(-c2ccc(OC)cc2)nc2cnc(Oc3ccc(OC)cc3)nc21 | -16% | -12%
Clc1ccccc1-c1nc(NCCN2CCOCC2)c2ccccc2n1 | -15% | 18%
Cc1noc(C)c1C(=O)N1CCC[C@@]2(CCN(C(=O)Nc3cccc(F)c3)C2)C1 | -4% | -12%
N#CCCn1c(=O)c(-c2ccccc2)nc2cnc(N3CCOCC3)nc21 | ? | 13%
Cc1cccc(CNc2nc(-c3ccc4c(c3)OCO4)nc3ccccc23)c1 | -17% | -5%
Cc1nc2cnc(Nc3ccccc3)nc2n(Cc2ccc(F)cc2)c1=O | -4% | 9%
Cc1noc(C)c1-c1nc(N2CCOCC2)c2ccccc2n1 | -6% | -6%
N#Cc1ccc(CN2CC[C@@]3(CCCN(C(=O)c4ccncc4)C3)C2)cc1 | 2% | 20%
COc1cccc(Cn2c(=O)c(-c3cc(F)cc(F)c3)nc3cnc(N4CCN(C)CC4)nc32)c1 | ? | -1%
O=C(c1ccco1)N1CCC[C@@]2(CCN(Cc3ccccc3)C2)C1 | 6% | -21%
COc1cccc(Nc2ncc3ncc(=O)n(C4CC4)c3n2)c1 | ? | 26%
Cc1nc2cncnc2n(-c2ccccc2)c1=O | -10% | 2%
COc1cccc(-c2cncnc2NC2CCNCC2)c1 | -12% | -8%
COC(=O)N1CCC2(CC1)CCN(c1cccc(-c3ccccc3)c1)CC2 | -5% | -1%
O=C(Nc1ccccc1)N1CCC2(CC1)CCN(C(=O)c1ccncc1)CC2 | -3% | -2%
CN(C)c1ncc2nc(-c3ccccc3)c(=O)n(C)c2n1 | ? | 37%[activator]
COc1ccc(CNc2ncnc3ccc(-c4ccccc4OC)cc23)c(OC)c1 | -3% | 15%
CS(=O)(=O)N1CCC2(CCN(c3ccccn3)CC2)CC1 | -4% | 24%
CN(C)c1ncc2nc(-c3cccs3)c(=O)n(Cc3cccs3)c2n1 | ? | 13%
FC(F)(F)c1ccccc1-c1nccc(NCCN2CCOCC2)n1 | 8% | 1%
Fc1ccc(Nc2ncnc3ccc(-c4ccoc4)cc23)cc1 | -28% | ?
COCCn1c(=O)cnc2cnc(Nc3ccccc3)nc21 | ? | ?
CS(=O)(=O)N1CCC2(CCCN(c3ccccn3)C2)CC1 | 7% | 6%
COc1cccc(-c2nccc(-n3ccnc3)n2)c1 | -16% | -4%
CN(C)Cc1ccccc1-c1ccc2ncnc(N(C)Cc3ccco3)c2c1 | 6% | -1%
N#Cc1ccc(CN2CC[C@@]3(CCCN(C(=O)c4cccc(F)c4)C3)C2)cc1 | -29% | ?
COc1cccc(-c2cncnc2NCCc2c[nH]c3ccc(OC)cc23)c1 | 7% | -8%
COc1ccc(CNc2ncncc2-c2ccccc2OC)c(OC)c1 | 3% | -10%
Cc1ccccc1-c1cncnc1N1CCNCC1 | 3% | 10%
COCC(=O)N1CCC2(CCCN(Cc3nccs3)C2)CC1 | -1% | -19%
COc1cccc(-c2nc(NCc3ccccc3)c3ccccc3n2)c1 | -7% | -16%
Cn1cccc1C(=O)N1CCC[C@@]2(CCN(c3ccccc3)C2)C1 | -9% | -5%
COc1ccc(-n2c(=O)c(-c3cccs3)nc3cnc(Nc4ccccc4)nc32)cc1 | -2% | 20%
c1cc(NC2CC2)nc(-c2ccoc2)n1 | 0% | 47%[activator]
COc1ccc2[nH]cc(CCNc3ncnc4ccc(-c5cccnc5)cc34)c2c1 | ? | ?
Fc1ccc(Nc2ncncc2-c2ccccc2C(F)(F)F)cc1 | 4% | -5%
COCCn1c(=O)c(CCc2ccccc2)nc2cnc(Oc3ccc(OC)cc3)nc21 | -8% | 4%
CCNc1ncc2nc(-c3ccccc3)c(=O)n(Cc3cccc(OC)c3)c2n1 | ? | 17%
Cc1nc2cnc(N3CCN(C)CC3)nc2n(-c2ccccc2)c1=O | -9% | -12%
CN(C)c1ncc2nc(-c3cccc(C#N)c3)c(=O)n(C)c2n1 | 6% | 49%[activator]
O=C(c1cccc(F)c1)N1CCC[C@@]2(CCN(c3cccc(-c4ccccc4)c3)C2)C1 | -9% | 38%[activator]
Clc1ccccc1-c1nccc(NCc2cccs2)n1 | 7% | 213%[activator]
COc1ccc(Oc2ncc3nc(-c4ccc(Cl)cc4)c(=O)n(CCC#N)c3n2)cc1 | -3% | -4%
N#Cc1ccc(CN2CCCC3(CCN(C(=O)c4cnccn4)CC3)C2)cc1 | 5% | -11%
COc1ccc2[nH]cc(CCNc3ccnc(-c4cccc(C#N)c4)n3)c2c1 | -3% | -33%
N#CCCn1c(=O)cnc2cnc(Oc3cccc(Cl)c3)nc21 | -20% | -22%
O=C(c1csnn1)N1CCC[C@@]2(CCN(Cc3cc(C(F)(F)F)cc(C(F)(F)F)c3)C2)C1 | -9% | -10%
CS(=O)(=O)N1CCC[C@@]2(CCN(C(=O)Nc3ccccc3)C2)C1 | 4% | 5%
Cc1cccc(CNc2ncnc3ccc(-c4cccnc4)cc23)c1 | 5% | -1%
COc1ccc2[nH]cc(CCNc3ccnc(-c4ccoc4)n3)c2c1 | -16% | -8%
COc1cccc(Nc2ncc3ncc(=O)n(Cc4ccc(F)cc4)c3n2)c1 | -17% | -6%
COCCn1c(=O)c(-c2cccs2)nc2cnc(Oc3ccccc3)nc21 | ? | 30%
COCC(=O)N1CCC2(CC1)CN(C(c1ccccc1)c1ccccc1)C2 | ? | 21%
COc1ccccc1CN1CCCC2(CCN(C(=O)c3c(C)noc3C)CC2)C1 | ? | -14%
COC(=O)N1CCC[C@@]2(CCN(C(=O)Nc3cccc(F)c3)C2)C1 | 5% | -8%
CNc1ccnc(-c2c(C)noc2C)n1 | 5% | 17%
COc1ccc(NC(=O)N2CCCC3(CCN(C(C)=O)CC3)C2)cc1 | 0% | 25%
COc1ccc(CNc2cc(-c3ccccc3CN(C)C)ncn2)c(OC)c1 | -10% | 5%
Carrying on:
SMILES | HEK293 viab | SNCA expr inh
CN1CCN(c2ncnc3ccc(-c4cccc(C#N)c4)cc23)CC1 | -1% | 16%
Cc1nc2cnc(N3CCOCC3)nc2n(C2CC2)c1=O | ? | 101%[activator]
CN(C)c1ncc2nc(CCc3ccccc3)c(=O)n(C3CC3)c2n1 | 26% | 102%[activator]
COc1ncc2ncc(=O)n(Cc3cccs3)c2n1 | 28% | -9%
COCC(=O)N1CCC2(CC1)CCN(c1ccc(-c3ccccc3)cc1)CC2 | -20% | -28%
CN1CCN(c2ncnc3ccc(-c4ccoc4)cc23)CC1 | -10% | ?
COc1cccc(Cn2c(=O)c(-c3ccccc3)nc3cnc(N4CCNCC4)nc32)c1 | ? | 20%
O=C(c1cc(C(F)(F)F)cc(C(F)(F)F)c1)N1CCC2(CC1)CCN(c1ccccn1)CC2 | -15% | -21%
N#Cc1cccc(-c2nc(Nc3ccccc3)c3ccccc3n2)c1 | -10% | -11%
COc1ccccc1CN1CCCC2(CCN(S(=O)(=O)c3ccccc3)CC2)C1 | 0% | 22%
COc1ccc(Oc2ncc3nc(-c4ccc(F)cc4)c(=O)n(C4CC4)c3n2)cc1 | 18% | 16%
O=C(c1cccc(F)c1)N1CCC2(CC1)CCN(c1ccc(-c3ccccc3)cc1)CC2 | -2% | -2%
COc1ccc(-n2c(=O)c(-c3cn(C)c4ccccc34)nc3cnc(N4CCOCC4)nc32)cc1 | 3% | -15%
COc1ccc(CNc2ncnc3ccc(-c4c(C)noc4C)cc23)c(OC)c1 | 9% | 11%
CN(C)c1ncc2ncc(=O)n(C)c2n1 | -15% | -4%
c1ccc(CNc2ncnc3ccc(-c4ccoc4)cc23)cc1 | -11% | -4%
Cc1noc(C)c1C(=O)N1CCC2(CC1)CN(C(=O)Nc1cccc(F)c1)C2 | 2% | ?
COc1ccc(Oc2ncc3nc(-c4cc(F)cc(F)c4)c(=O)n(C)c3n2)cc1 | 4% | -13%
COc1ncc2nc(-c3ccccc3)c(=O)n(C3CC3)c2n1 | -13% | 10%
CCNc1ncc2nc(C)c(=O)n(C[C@H]3CCCO3)c2n1 | -14% | 35%[activator]
Cc1noc(C)c1-c1ccc2ncnc(N(C)C)c2c1 | 8% | -3%
COc1ccc(-c2nc3cnc(OC)nc3n(C)c2=O)cc1 | 6% | 69%[activator]

Screening data as filed in PubChem.
